From PubChem
PAD4 inh: human PAD4 inhibitors, primary screen, biochemical, fluorescence polarization, 1536-well format; Protein-arginine deiminase type-4 (Homo sapiens), Q9UM07; inhibition, % at 6.36 µM; recombinant PAD4, RCA probe fluorescence polarization; 0.41% of 330,000 active;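 active = percent inhibition above a cutoff equal to the mean of all tested compounds plus 3 SD, cut at about 15% in these data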;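 also: 0% = PAD4 with RCA probe and DMSO and 100% = probe without PAD4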
PAFAH1B2 FP inh: PAFAH1B2 enzyme inhibitors, primary screen, biochemical, fluorescence polarization, human | AID 492953, 2010 | 1.2% of 340,000 active | inhibition, % at 3.39 µM | recombinant PAFAH1B2, FP-rhodamine activity probe | Platelet-activating factor acetylhydrolase IB subunit alpha2 (Homo sapiens), P68402;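 active = inhibition above the mean of all tested compounds plus 3 SD, cut at about 24% in these data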;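 also: 0% = enzyme with DMSO and 100% = wells lacking PAFAH1B2; many of its hits are not listed in these tables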
Target sequence (P68402 whole entry, looked up): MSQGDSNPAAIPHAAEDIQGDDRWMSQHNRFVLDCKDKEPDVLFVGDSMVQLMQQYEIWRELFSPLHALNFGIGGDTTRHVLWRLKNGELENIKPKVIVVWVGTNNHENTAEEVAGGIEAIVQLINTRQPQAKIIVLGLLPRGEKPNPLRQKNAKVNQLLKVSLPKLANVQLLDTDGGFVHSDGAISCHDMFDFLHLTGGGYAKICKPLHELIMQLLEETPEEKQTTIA
PAFAH2 inh: PAFAH2 enzyme inhibitors, primary screen, biochemical, fluorescence polarization, human; recombinant PAFAH2, FP-rhodamine activity probe; AID 492956, 2010; 0.99% of 340,000 active; inhibition, % at 3.39 µM;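 active = inhibition above the mean over all tested compounds plus 3 SD, cut at about 30% in these data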;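 also: inhibitors block probe labeling of enzyme so polarization drops; 0% = enzyme with DMSO and 100% = wells lacking PAFAH2 protein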
GSTO1 inh: inhibitors of recombinant GSTO1, primary screen, counter-screen for RBBP9 inhibitor project, biochemical, fluorescence polarization; activity-based probe fluorescence polarization; inhibition, % at 5.96 µM; 1.1% of 300,000 active; AID 1974, 2009;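 active = inhibition above the campaign mean inhibition plus 3 SD, cut at about 35% in these data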;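 also: 0% = GSTO1-1 with DMSO and 100% = wells lacking GSTO1-1 enzyme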
PREPL inh: PREPL enzyme inhibitors, primary screen, biochemical, fluorescence polarization; inhibition, % at 5.96 µM; Prolyl endopeptidase-like (Homo sapiens), Q4J6C6; recombinant PREPL, fluorescence polarization activity-based probe; 0.68% of 320,000 active; in the data active = inhibition above about 43%;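 also: 0% = enzyme with DMSO and 100% = wells lacking enzyme; many of its hits are not listed in these tables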
LYPLA1 counter: LYPLA1 inhibitors, primary screen, counter-screen for PME1 inhibitor project, biochemical, fluorescence polarization, FP-Rh probe ABPP; Acyl-protein thioesterase 1 (Homo sapiens), O75608; recombinant LYPLA1; inhibition, % at 5.9 µM; 0.16% of 320,000 active; AID 2174, 2009;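 active = inhibition above the mean of all tested compounds plus 3 SD, set per campaign, cut at about 14% in these data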;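 also: inhibitors block serine hydrolase probe labeling of LYPLA1 so polarization falls; 0% = enzyme with DMSO and 100% = wells lacking LYPLA1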
Target sequence (O75608 whole entry, looked up): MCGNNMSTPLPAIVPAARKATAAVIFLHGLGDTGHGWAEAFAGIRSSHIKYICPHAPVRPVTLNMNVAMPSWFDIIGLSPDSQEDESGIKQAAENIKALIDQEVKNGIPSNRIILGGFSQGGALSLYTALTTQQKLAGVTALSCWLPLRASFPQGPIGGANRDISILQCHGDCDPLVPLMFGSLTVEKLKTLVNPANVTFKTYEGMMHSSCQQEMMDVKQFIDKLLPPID
PAFAH1B3 inh: PAFAH1B3 enzyme inhibitors, primary screen, biochemical, fluorescence polarization, human. AID 492972, 2010. recombinant PAFAH1B3, FP-rhodamine probe. inhibition, % at 3.39 µM. 0.28% of 340,000 active. Platelet-activating factor acetylhydrolase IB subunit alpha1 (Homo sapiens), Q15102;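 active = inhibition above the screen-wide average of all tested compounds plus 3 SD, cut at about 25% in these data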;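 also: 0% = enzyme with DMSO only and 100% = wells lacking PAFAH1B3 protein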
LYPLA2 inh: LYPLA2 inhibitors, primary screen, counter-screen for PME1 inhibitor project, biochemical, fluorescence polarization, FP-Rh probe ABPP. Acyl-protein thioesterase 2 (Homo sapiens), O95372. recombinant LYPLA2. inhibition, % at 5.9 µM. 0.38% of 320,000 active;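 active = inhibition above the screen-wide mean plus 3 SD, limit set per campaign, cut at about 26% in these data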;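 also: 0% = LYPLA2 with DMSO and 100% = wells lacking LYPLA2 enzyme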
pPAFAH inh: pPAFAH enzyme inhibitors, primary screen, biochemical, fluorescence polarization, human | inhibition, % at 3.39 µM | recombinant pPAFAH, FP-rhodamine probe fluorescence polarization | Platelet-activating factor acetylhydrolase (Homo sapiens), Q13093 | AID 463082, 2010 | 1.5% of 330,000 active;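 active = inhibition above the mean inhibition across the screen plus 3 SD, cut at about 25% in these data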;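 also: inhibitors block binding of the rhodamine activity-based probe so polarization drops; 0% = enzyme with DMSO and 100% = wells lacking pPAFAH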
Target sequence (Q13093 whole entry, looked up): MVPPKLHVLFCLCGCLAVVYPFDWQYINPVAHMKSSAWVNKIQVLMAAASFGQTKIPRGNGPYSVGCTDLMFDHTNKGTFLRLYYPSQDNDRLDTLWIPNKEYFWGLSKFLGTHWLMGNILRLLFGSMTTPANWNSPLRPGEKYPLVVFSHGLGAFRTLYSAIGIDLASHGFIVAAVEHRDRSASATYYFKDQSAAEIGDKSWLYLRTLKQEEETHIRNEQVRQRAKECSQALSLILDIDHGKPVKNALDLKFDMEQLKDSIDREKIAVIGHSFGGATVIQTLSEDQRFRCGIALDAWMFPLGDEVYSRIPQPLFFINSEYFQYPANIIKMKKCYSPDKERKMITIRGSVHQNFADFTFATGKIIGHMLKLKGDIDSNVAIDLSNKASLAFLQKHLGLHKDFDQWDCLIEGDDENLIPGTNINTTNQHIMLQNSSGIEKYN
* hit, by the source's call; . = not tested or not shown. A portion of the library; count on the stated rates, not on these rows.

Results follow in this order: PAD4 inh	PAFAH1B2 FP inh	PAFAH2 inh	GSTO1 inh	PREPL inh	LYPLA1 counter	PAFAH1B3 inh	LYPLA2 inh	pPAFAH inh
1: CC(C)C(=O)Nc1c(C(=O)c2ccc(F)cc2)oc2ccccc12
  -3	6	-3	-4	-14	-3	2	-5	6
2: C(=N\Nc1nc(-c2ccccc2)cs1)/c1cccs1
  2	7	5	-7	3	-13	11	-11	-4
3: CCOc1cc(/C=N/NC(=O)c2ccc(CN3CCOCC3)cc2)ccc1OCc1ccccc1
  -4	-1	-5	0	35	-5	2	-9	4
4: O/N=C/c1ccccc1OCc1ccc(Cl)cc1
  -3	10	6	-1	-28	-1	5	-6	2
5: Cc1nc(-c2ccccn2)sc1C(=O)Nc1ccc(F)cc1
  -3	5	0	-4	3	1	0	-7	-1
6: Cc1c(C(=O)NCCc2ccccc2)oc2ccc(S(=O)(=O)N3CCC4(CC3)OCCO4)cc12
  -4	10	0	-8	-5	-3	-7	-2	-2
7: CN(C)S(=O)(=O)c1ccc(NC(=O)CSc2nnnn2C)cc1
  4	2	4	-3	-2	-2	6	1	3
8: Cc1ccc(NC(=O)c2ccc(S(=O)(=O)Nc3c(C)n(C)n(-c4ccccc4)c3=O)cc2)nc1
  -7	4	0	4	12	0	5	-5	-1
9: O=C(N/N=C/c1cccnc1)C1CC1(c1ccccc1)c1ccccc1 (configuration not stated)
  0	-1	3	-8	0	-1	5	-3	1
10: Cc1cccc(C)c1NC(=O)C(NC(=O)c1ccccn1)c1ccccc1[N+](=O)[O-] (configuration not stated)
  -4	3	-10	4	-6	-2	-4	0	1
11: COc1ccc(OC)c(NC(=O)c2csc(Cl)c2OC)c1
  -3	0	8	16	20	-2	3	-3	5
12: CCOc1ccc(S(=O)(=O)Nc2cccc(C(=O)N3CCN(c4ccc(OC)cc4)CC3)c2)cc1
  -7	1	-2	5	20	2	-1	4	13
13: Cc1nc(Nc2cccc(C(F)(F)F)c2)nc2c1C(=O)CC(C)C2 (configuration not stated)
  -2	-4	-6	3	9	0	12	-2	3
14: O=C(NCc1ccco1)c1cc([N+](=O)[O-])ccc1N1CCOCC1
  -4	1	2	-9	5	1	10	2	2
15: COc1cc2c(cc1OC)C(C(=O)N1CCCCC1)C(c1ccccc1F)N(C)C2=O (configuration not stated)
  3	-3	-2	1	-11	-1	1	4	2
16: Cc1ccc(CN2CCN(C3CCC3)CC2CCO)cc1 (configuration not stated)
  1	-1	-3	3	-1	-1	1	2	6
17: COc1cccc(OCCn2cc(C=O)c3ccccc32)c1
  -4	3	1	-2	-1	-2	6	9	-10
18: O=C(NC1CCCCC1)c1ccc2c(c1)OCCO2
  -2	3	1	0	2	-3	5	3	5
19: CC1CCN(S(=O)(=O)c2ccc(NC(=O)c3ccco3)cc2)CC1
  3	27*	-11	1	-6	-4	9	-4	-5
20: Cc1cccc(-c2n[nH]c(=S)n2/N=C/c2cccs2)c1
  0	.	.	-8	9	1	.	-3	1
21: COc1cccc(OC)c1C(=O)Nc1sc2c(c1C(N)=O)CCN(Cc1ccccc1)C2
  -7	7	0	-2	-9	1	-3	1	4
22: CC1CCCN(c2nc3ccsc3c(=O)s2)C1 (configuration not stated)
  -5	2	-3	-7	-22	-2	1	-2	11
23: CCOc1ccccc1CN1CCCC(CNC(=O)Cc2ccc(OC)cc2)C1 (configuration not stated)
  3	0	4	6	24	0	2	-6	1
24: O=C(COc1ccccc1)Nc1c2c(nn1-c1ccccc1)CS(=O)C2 (configuration not stated)
  -1	2	7	13	12	0	2	-3	-2
25: Cn1cc(/C=N/NC(=O)c2cc3cc(Br)ccc3o2)c2ccccc21
  2	.	.	3	15	-4	.	-4	3
26: C[C@H](CO)N1C[C@H](C)[C@@H](CN(C)S(C)(=O)=O)Oc2c(NC(=O)c3ccncc3)cccc2C1=O
  2	-2	3	.	5	.	6	.	4
27: Cc1cc(C)n(C(=O)C23CC4CC(CC(C4)C2)C3)n1
  -3	.	.	-4	8	2	.	4	2
28: CCOC(=O)c1c(C)[nH]c(C(=O)OCc2csc(CC(=O)Nc3ccccc3C)n2)c1C
  6	1	-4	-4	0	-8	-4	-8	2
29: O=C(CSc1nnnn1-c1ccccc1)CC(=O)Nc1ccc(Cl)cc1
  -5	6	0	-21	-5	-17	12	-26	17
30: COC(=O)c1ccccc1NC(=O)CNC(=O)c1ccco1
  -4	1	3	10	17	-6	11	-11	0
31: CC(C)(C)NCC(=O)c1c[nH]c2ccccc12
  0	4	8	-1	-1	0	3	-1	0
32: Cc1ccc(S(=O)(=O)N2CCC(C(=O)NCc3ccccc3Cl)CC2)cc1
  -6	3	-5	-4	8	2	2	-1	-5
33: N/C(=N\OC(=O)CCCc1ccccc1)c1ccccn1
  -4	9	2	1	14	-3	4	-1	8
34: O=S(=O)(N1CCOCC1)N1CCN(c2ccc(F)cc2)CC1
  0	-6	-3	0	-4	-2	1	3	5
35: Cc1nn2cc(-c3ccc(N)cc3)nc2s1
  5	5	6	-6	8	1	0	1	7
36: CCCCCCn1nc(C(=O)N(CCCC)c2c(N)n(CCC)c(=O)[nH]c2=O)c2ccccc2c1=O
  -4	7	1	.	15	.	9	.	0
37: COc1ccc(N2C(=O)c3ccccc3NC23CCC(C)CC3)cc1 (configuration not stated)
  -2	0	-3	11	3	-1	9	-5	-6
38: Cc1cc(C(=O)OCCN2C(=O)c3ccccc3C2=O)c2ccccc2n1
  -1	-1	6	4	-22	0	9	-2	-14
39: Cc1nnsc1C(=O)Nc1cccc(Cl)c1Cl
  2	6	1	-2	-6	-5	1	0	0
40: Cc1cc(C)c2c(c1)/C(=N\N=c1\sc3ccccc3n1C)C(=O)N2
  -4	-1	5	9	18	3	5	1	6
41: COc1cc2c(cc1OC)C(c1ccccc1)N(C(=O)c1cccc(S(C)(=O)=O)c1)CC2 (configuration not stated)
  6	8	-2	6	-4	-2	10	-3	5
42: NC(=O)c1ccc(NC(=O)CS(=O)(=O)c2cn(CC(=O)N3CCCC3)c3ccccc23)cc1
  7	0	4	16	17	0	4	10	2
43: O=C(NCSc1ccnc(SCNC(=O)c2ccccc2)n1)c1ccccc1
  -6	0	0	19	8	-2	4	-5	0
44: CCC(C)(C)C1CCC(=NNC(=O)c2ccoc2C)CC1 (configuration not stated)
  4	-3	-3	0	0	-1	4	-3	0
45: CCCCC(=O)Nc1cccc(NC(=O)c2ccc(Br)cc2)c1
  -2	-4	0	-3	-1	-2	8	-2	1
46: CCSc1nsc(NC(=O)Nc2ccccc2F)n1
  -5	1	-3	-10	-1	-2	3	-3	7
47: COc1cccc(NC(=O)CN(C)C(=O)c2c(C)nn(Cc3ccc(C)cc3)c2Cl)c1
  0	-2	3	-1	-4	4	6	9	4
48: O=C(CN1CCC(O)CC1)N1c2ccccc2C=Cc2ccccc21
  1	4	5	-10	-6	-1	3	8	6
49: Cc1cc(C)c(CSc2ncc(-c3ccc([N+](=O)[O-])cc3)[nH]2)c(C)c1
  -3	2	-5	-8	11	-15	1	-9	2
50: COc1ccc(CCNC(=O)c2cccs2)cc1
  2	4	1	0	5	-2	-4	-5	-4
51: COc1cc2c(cc1OC)C(=O)NCC(C)(C)O2
  -3	2	-3	6	-3	1	5	-3	0
52: CCCc1cc(=O)oc2cc(C)cc(OCC(=O)NCCN3CCOCC3)c12
  -1	2	0	5	-1	0	2	-4	3
53: O=C(NCC(c1ccco1)N1CCc2ccccc21)c1ccccc1F (configuration not stated)
  3	1	-4	-5	9	-3	-3	-6	5
54: O=C(CSCc1ccccc1)Nc1ccc2c(c1)OCO2
  -2	7	5	8	4	-2	5	-1	5
55: Cc1ccc2nc(NC(=O)c3ccccc3F)sc2c1
  -8	1	2	2	2	-4	9	-4	8
56: O=[N+]([O-])c1ccc2ncnc(N3CCN(Cc4ccc5c(c4)OCO5)CC3)c2c1
  -6	10	5	1	37	-3	12	5	6
57: O=C(NC1CCCC1)C(NS(=O)(=O)c1ccc(Br)s1)c1ccccc1 (configuration not stated)
  -2	13	-1	-1	5	-2	5	1	6
58: Cc1ccc(C(=O)NNC(=O)CSc2nnc(C3CC3)n2C)cc1
  -1	4	-3	3	3	-3	-11	0	3
59: COc1cc(NC(=O)c2ccc(F)cc2)c(OC)cc1Cl
  -2	-4	-2	-2	-1	-1	2	-1	6
60: C=C(C)Cn1c(CCn2c3ccccc3c3ccccc32)n[nH]c1=S
  -2	7	0	-2	19	4	8	5	10

Next results follow:
Results follow in this order: PAD4 inh	PAFAH1B2 FP inh	PAFAH2 inh	GSTO1 inh	PREPL inh	LYPLA1 counter	PAFAH1B3 inh	LYPLA2 inh	pPAFAH inh
61: c1csc(-c2nnc(N3CCOCC3)c3ccccc23)c1
  -4	2	-2	1	-4	-1	14	1	2
62: COc1ccccc1NC(=O)c1ccccc1C(=O)O
  2	3	-7	-1	-3	1	-2	4	3
63: Cc1ccc([N+](=O)[O-])cc1NC(=O)c1cccnc1
  -1	-3	0	-2	0	-5	10	-2	1
64: CC1CCCN(S(=O)(=O)Cc2ccc(Cl)cc2)C1 (configuration not stated)
  2	11	2	2	-2	-1	5	0	6
65: CCOc1ccc2nc(N3CCCC(C(=O)NCCCN4CCOCC4)C3)sc2c1 (configuration not stated)
  3	1	15	3	4	-3	-1	4	10
